Bioassay records: PubChem, several laboratories
Mtb FBA inh – Mtb FBA enzyme inhibitors, primary screen, biochemical, fluorescence, strain H37Rv; purified M. tuberculosis FBA, fluorescence read-out; inhibition, % at 1 µM; actives 2.3% (n = 360,000); Fructose-bisphosphate aldolase (Mycobacterium tuberculosis (strain ATCC 25618 / H37Rv)), …; in the data active = inhibition above about 27%;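 note: 0% = vehicle and 100% = reference inhibitor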
Target sequence (P9WQA3 whole entry, looked up): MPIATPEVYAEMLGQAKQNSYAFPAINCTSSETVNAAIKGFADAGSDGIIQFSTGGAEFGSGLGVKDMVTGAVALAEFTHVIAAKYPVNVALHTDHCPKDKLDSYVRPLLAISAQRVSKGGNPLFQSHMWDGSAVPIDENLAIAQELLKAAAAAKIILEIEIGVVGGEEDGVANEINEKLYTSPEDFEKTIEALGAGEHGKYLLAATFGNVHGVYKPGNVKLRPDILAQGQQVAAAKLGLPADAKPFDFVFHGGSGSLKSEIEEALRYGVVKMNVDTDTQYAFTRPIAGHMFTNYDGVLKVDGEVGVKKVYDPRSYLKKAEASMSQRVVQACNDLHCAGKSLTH
PrPC TRFRET – inhibitors of human cell surface prion protein PrPC, primary screen, cell-based, TR-FRET. Major prion protein (Homo sapiens), P04156. TR-FRET read-out. inhibition, % at 13.8 µM. actives 0.43% (n = 370,000). AID 720596, 2013; in the data active = inhibition above about 24%; note: 0% = median of the test wells and 100% = reference compound wells
BoNT-F LC inh – BoNT/F light chain protease inhibitors, primary screen, biochemical, flow cytometry, MLPCN library. Botulinum neurotoxin type F light chain protease (Clostridium botulinum). Multiplex microsphere protease cleavage assay. inhibition, % at 10 µM. actives 0.22% (n = 360,000); in the data active = inhibition above about 35%, passing the limit was not always enough; inconclusive = no clear call, values can overlap the other calls; note: plate controls were buffer without enzyme for full effect and enzyme alone for no effect
Mtb BioA inh – M. tuberculosis BioA enzyme inhibitors, primary screen, biochemical, plate reader, single point, HTS | 7,8-diaminopelargonic acid synthase BioA (Mycobacterium tuberculosis) | purified M. tuberculosis BioA enzyme | inhibition, % at 9.99 µM | actives 0.096% (n = 360,000); in the data active = inhibition above about 40%; inconclusive = no clear call, values can overlap the other calls
UGM FP inh – M. tuberculosis UGM enzyme inhibitors, primary screen, biochemical, fluorescence polarization, single point | UDP-galactopyranose mutase (Mycobacterium tuberculosis (strain ATCC 25618 / H37Rv)), … | inhibition, % at 10 µM | actives 0.06% (n = 320,000) | purified UGM, fluorescence polarization probe displacement | AID 504406, 2011; in the data active = inhibition above about 10%, passing the limit was not always enough; inconclusive = no clear call, values can overlap the other calls
Target sequence (P9WIQ1 whole entry, looked up): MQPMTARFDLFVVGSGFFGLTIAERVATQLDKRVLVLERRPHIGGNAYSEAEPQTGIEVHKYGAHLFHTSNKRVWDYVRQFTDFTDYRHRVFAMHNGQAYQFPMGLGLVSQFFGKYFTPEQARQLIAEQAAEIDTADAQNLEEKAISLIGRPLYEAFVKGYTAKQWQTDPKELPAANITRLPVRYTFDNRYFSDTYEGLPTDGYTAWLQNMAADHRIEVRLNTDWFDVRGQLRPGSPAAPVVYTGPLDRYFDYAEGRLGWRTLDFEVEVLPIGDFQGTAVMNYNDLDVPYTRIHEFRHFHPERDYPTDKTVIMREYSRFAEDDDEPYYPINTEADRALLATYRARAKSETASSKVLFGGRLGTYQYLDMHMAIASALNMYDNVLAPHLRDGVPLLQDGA
MazF activator – activators of E. coli MazEF toxin-antitoxin RNase, primary screen, biochemical, fluorescence, uHTS. actives 0.32% (n = 350,000). activation, % at 20 µM. Endoribonuclease toxin MazF (Escherichia coli (strain K12)), P0AE70. FAM/BHQ RNA-DNA oligo cleavage fluorescence, 5 h; in the data active = activation above about 50%
Target sequence (P0AE70 whole entry, looked up): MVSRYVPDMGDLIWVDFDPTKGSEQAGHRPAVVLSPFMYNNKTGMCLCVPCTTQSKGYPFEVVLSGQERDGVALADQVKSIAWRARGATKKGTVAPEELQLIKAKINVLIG
GDH-TPI inh – GDH-TPI coupling enzyme inhibitors, primary screen, artefact control for M. tuberculosis FBA inhibitor project, biochemical, absorbance, full deck; GDH-TPI coupled enzyme counterscreen, NADH absorbance; inhibition, % at 4.8 µM; actives 1.2% (n = 360,000); in the data active = inhibition above about 30%;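 note: 0% = DMSO wells and 100% = wells lacking the enzyme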
FadD28 binding – inhibitors of FadD28 bisubstrate probe binding, primary screen, biochemical, fluorescence polarization, single point; Mycobacterium tuberculosis FadD28 fatty-acid-AMP ligase; inhibition, % at 12.5 µM; actives 0.22% (n = 360,000); AID 588549, 2011; in the data active = inhibition above about 8.5%, passing the limit was not always enough; inconclusive = no clear call, values can overlap the other calls
Rv3671c protease – Rv3671c serine protease inhibitors, primary screen, biochemical, fluorescence polarization, M. tuberculosis H37Rv | P9WHR9 | inhibition, % at 5.96 µM | actives 0.048% (n = 320,000) | AID 2606, 2010; in the data active = inhibition above about 38%;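 note: extracellular domain of Rv3671c used as enzyme; 0% = enzyme with DMSO and 100% = no enzyme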
Active calls of the source: *; ? = inconclusive; nt = not tested or not shown; + = active, no number. Outcome played no part in choosing rows. Share with any hit: about 4.8%.

Preview, 2 compounds:
nr	smiles	Mtb FBA inh	PrPC TRFRET	BoNT-F LC inh	Mtb BioA inh	UGM FP inh
1	CC(C)(C)OC(=O)C[C@H]1C/C=C\C[C@@H](CC(=O)NCCO)C(=O)N2CCC[C@H]2COC1=O	2	0	1	-0.8	-2.7
2	COc1cccc(NC(=O)CN2CCN(c3ccc(F)cc3)CC2)c1	0	-2	-7	-0.6	1.6

nr	MazF activator	GDH-TPI inh	FadD28 binding	Rv3671c protease
1	8	3	0.7	3
2	1	-2	-4.7	4

Results, from the start:
nr	smiles	Mtb FBA inh	PrPC TRFRET	BoNT-F LC inh	Mtb BioA inh	UGM FP inh
1	CC(C)(C)OC(=O)C[C@H]1C/C=C\C[C@@H](CC(=O)NCCO)C(=O)N2CCC[C@H]2COC1=O	2	0	1	-0.8	-2.7
2	COc1cccc(NC(=O)CN2CCN(c3ccc(F)cc3)CC2)c1	0	-2	-7	-0.6	1.6
3	Cc1ccc(NC(=O)CN(Cc2ccco2)Cc2ccccc2O)cc1C	0	6	10	nt	0.4
4	CCn1c(-c2c(Cl)c(C)nn2C)n[nH]c1=S	-1	4	1	nt	-3.1
5	COc1ccc(CCNCC(=O)Nc2ccc(OC(F)F)cc2)cc1	4	-1	-26	-5.3	9.9
6	CC(=O)CC(C)(C)S(=O)(=O)c1ccc(Oc2ccc(S(=O)(=O)C(C)(C)CC(C)=O)cc2)cc1	0	9	6	-2.0	0.6
7	Cc1cccc(C)c1NC(=O)N1CCC(C(=O)c2ccc(F)cc2)CC1	0	1	-14	-0.5	-1.6
8	CC(C)C(=O)Nc1ccc2c(c1)C(=O)N(CCC(=O)O)C2=O	40*	-6	-4	1.9	-3.3
9	Cc1cc(Nc2ccccc2)n(CCOC(=O)COc2ccccc2)n1	-2	1	-9	1.3	0.6
10	COc1cccc(C(=O)N2CCN(C(=O)c3ccc(-c4ccccc4)cc3)CC2)c1OC	12	14	-5	nt	-0.6
11	CCCCn1c(N)c(N(CCOC)C(=O)c2cc(-c3ccccc3Cl)nc3ccccc23)c(=O)[nH]c1=O	6	-3	nt	nt	nt
12	Cc1ccc(OCCOCCn2cnc3ccccc3c2=O)c([N+](=O)[O-])c1	-3	-1	8	1.3	-2.8

nr	MazF activator	GDH-TPI inh	FadD28 binding	Rv3671c protease
1	8	3	0.7	3
2	1	-2	-4.7	4
3	-5	-5	-5.5	-10
4	3	0	1.3	4
5	3	2	-0.5	-9
6	-1	0	-4.9	11
7	1	-1	-1.1	1
8	-4	6	-2.0	6
9	-7	4	2.1	9
10	2	4	-1.8	2
11	-4	2	-2.6	-12
12	-1	12	1.1	8

Profiles, looked up by structure.
Listed for Cc1cc(Nc2ccccc2)n(CCOC(=O)COc2ccccc2)n1 = Mtb FBA inh = -2; PrPC TRFRET = 1; BoNT-F LC inh = -9; Mtb BioA inh = 1.3; UGM FP inh = 0.6; MazF activator = -7; GDH-TPI inh = 4; FadD28 binding = 2.1; Rv3671c protease = 9
Listed for Cc1cccc(C)c1NC(=O)N1CCC(C(=O)c2ccc(F)cc2)CC1 = Mtb FBA inh = 0; PrPC TRFRET = 1; BoNT-F LC inh = -14; Mtb BioA inh = -0.5; UGM FP inh = -1.6; MazF activator = 1; GDH-TPI inh = -1; FadD28 binding = -1.1; Rv3671c protease = 1

(list continues)
nr	smiles	Mtb FBA inh	PrPC TRFRET	BoNT-F LC inh	Mtb BioA inh	UGM FP inh
13	COc1cccc2c(=O)c(C/C=C(/C)Cl)c(C)[nH]c12	39*	3	-11	5.1	0.1
14	O=C(NNC(=O)c1ccc(Cl)c(Cl)c1)c1cccnc1	-1	-7	1	-0.8	1.0
15	O=C(NCc1ccco1)C(=O)NCC1OCCN1S(=O)(=O)c1cc(F)ccc1F (stereo unspecified)	-6	-1	5	nt	-0.8
16	COCCN=C1OC(=O)N2C(=O)C3=C4[C@@H](C[C@H]5C(=O)N(c6ccccc6)C(=O)[C@H]5[C@H]4[C@@]12Cc1ccccc1)[C@H]1C(=O)N(c2ccccc2)C(=O)[C@H]1[C@H]3C	4	1	-2	-1.6	2.9
17	CCOC(=O)C(C)Sc1nc(=O)n2ccccc2n1 (stereo unspecified)	3	7	-3	nt	4.9
18	CCCCc1nc(SCC(=O)N2CCCCC2)c2c(=O)n(C)c(=O)n(C)c2n1	-2	6	0	2.2	-0.3
19	CCN(CC(=O)Nc1c(F)cccc1F)C(=O)c1cccc(-n2cnnn2)c1	4	2	7	-2.5	nt
20	CC(=O)c1ccc(S(=O)(=O)Nc2ccc(C(=O)NCC(c3cccs3)N3CCOCC3)cc2)cc1 (stereo unspecified)	0	-2	0	-0.6	0.6
21	CC(C(=O)N1CCN(Cc2ccccc2)CC1)n1ncn2cccc2c1=O (stereo unspecified)	-1	4	-8	-0.6	3.6
22	CCC1(C)Cc2ccccc2-c2nc(NCCCO)n(-c3ccccc3)c(=O)c21 (stereo unspecified)	+	13	-10	nt	-0.6
23	CCOC(=O)c1sc(S(C)(=O)=O)c2c1CCc1conc1-2	5	-13	nt	2.1	-1.7
24	COCCNC(=S)NCc1ccc2[nH]c3c(c2c1)CCCC3	0	-3	-4	-0.9	1.5

nr	MazF activator	GDH-TPI inh	FadD28 binding	Rv3671c protease
13	4	4	-5.3	-1
14	-1	3	-3.4	-2
15	8	-12	-4.3	4
16	-2	1	0.1	-14
17	-23	19	-1.7	-4
18	5	1	-2.5	-5
19	-3	6	-0.2	nt
20	-5	9	1.2	-8
21	2	3	-1.8	3
22	-5	12	-3.7	2
23	6	3	-1.8	1
24	16	-3	-0.1	12

The list goes on:
nr	smiles	Mtb FBA inh	PrPC TRFRET	BoNT-F LC inh	Mtb BioA inh	UGM FP inh
25	CCOC(=O)c1[nH]c2c(OCC)nc(OCC)nc2c1Br	-3	10	-6	nt	nt
26	CC(=O)Nc1nnc(CCS(=O)(=O)c2ccc(C)cc2)s1	-6	-4	-13	-1.0	2.3
27	Cc1[nH]c2ccccc2c1C(=O)C(=O)NCC1CCCO1 (stereo unspecified)	3	0	9	nt	1.0
28	CC(=Nc1ccccc1)C1=C(O)C(Cc2ccc(F)cc2)NC1=O (stereo unspecified)	-2	1	4	-1.8	nt
29	O=C(NCCc1cccc(C(F)(F)F)c1)C1CCC(=O)N(Cc2ccc(Cl)cc2)C1 (stereo unspecified)	3	-1	-6	2.7	0.4
30	Cc1[nH]c2ccccc2c1SCCNC(=O)c1ccc(S(=O)(=O)N2CCCC2)cc1	-2	8	-6	-0.6	-0.2
31	CNC(=O)/C(C#N)=C/c1c(N(Cc2ccccc2)Cc2ccccc2)nc2ccccn2c1=O	5	-10	3	nt	nt
32	CC(C)Nc1oc(Cc2cccc3ccccc23)nc1C#N	0	-1	1	0.9	0.4
33	O=C(Oc1cc2oc(=O)cc(-c3ccccc3)c2cc1Cl)C1CCCCC1	32*	-1	-22	-0.3	1.8
34	O=C(CSCc1ccc(Br)cc1)Nc1ccc(S(=O)(=O)N2CCCCCC2)cc1	3	1	-10	-0.3	1.4
35	CCc1ccc(N(CC(=O)NC2CCCC2)C(=O)CCC(=O)Nc2cc(C)on2)cc1	0	-5	5	0.5	1.2
36	Cc1ccc(CNC(=O)CSc2nc3ccccc3[nH]2)cc1	0	-2	?	-1.1	2.2

nr	MazF activator	GDH-TPI inh	FadD28 binding	Rv3671c protease
25	0	8	-3.8	nt
26	8	1	-0.9	2
27	10	6	-0.8	6
28	3	13	-2.5	nt
29	4	5	-3.7	-1
30	7	3	0.1	4
31	12	18	-1.8	-5
32	-2	3	-1.4	-6
33	2	16	-2.3	-1
34	8	2	2.3	-114
35	9	-10	-2.6	3
36	-16	11	0.6	0

Other structures follow:
nr	smiles	Mtb FBA inh	PrPC TRFRET	BoNT-F LC inh	Mtb BioA inh	UGM FP inh
37	COc1cc(NC(=O)Cc2ccc(F)cc2)cc(OC)c1OC	-3	3	-1	nt	-3.1
38	CC(C)CNS(=O)(=O)c1ccc(CCC(=O)NCCC2=CCCCC2)cc1	1	11	-5	-1.4	6.1
39	COCCNC(=O)C1CCCN(Cc2ccc(-c3ccccc3)cc2)CC1 (stereo unspecified)	1	-3	4	-0.8	nt
40	CC1(OC(=O)C2CCCC2)C(=O)C=C2C=C(c3ccsc3)N(Cc3ccc4c(c3)OCO4)C=C2C1=O (stereo unspecified)	-3	-22	-27	0.6	0.3
41	O=C(Cc1cccc2ccccc12)Nc1cc(Cl)ccc1C(=O)O	15	9	-22	1.1	0.6
42	O=C1NC(=S)NC(=O)C1=Cc1ccccc1C(=O)O	3	-5	3	-4.0	nt
43	Cc1c(C(=O)OCCOC(C)C)[nH]c2c1C(=O)CC(C)(C)C2	0	0	-4	0.5	0.0
44	Cc1ccn(CC(=O)N2CCCC(N3CCN(Cc4ccc5c(c4)OCO5)CC3)C2)n1 (stereo unspecified)	3	-5	8	-1.1	3.4
45	COCc1cc(C)n(CC(=O)Nc2cccc(C)c2)c(=O)c1C#N	4	-10	2	0.8	0.9
46	Cc1cccc(-n2nnc3c(=O)n(CC(=O)Nc4cc(C)on4)cnc32)c1	3	5	10	nt	-4.0
47	O=C(COC(=O)c1cccnc1Cl)NCc1ccc(F)cc1	-2	-5	6	0.1	0.8
48	NC1=NC(=Nc2ccc(S(N)(=O)=O)cc2)c2ccccc21	0	6	-4	-0.4	-0.8
49	CC1(C(=O)NS(=O)(=O)c2ccc(F)cc2F)CCN1C(=O)C/C=C/c1ccccc1 (stereo unspecified)	1	0	-2	-0.7	nt
50	CC(=O)Nc1ccc(NC(=O)CCN2C(=O)c3ccccc3C2=O)cc1	0	4	-2	-4.1	2.5

nr	MazF activator	GDH-TPI inh	FadD28 binding	Rv3671c protease
37	-11	-2	-3.8	-7
38	8	0	0.2	4
39	nt	7	-1.4	nt
40	8	3	-4.1	-8
41	12	2	-12	0
42	3	5	-0.2	nt
43	4	5	-2.2	6
44	5	-10	-4.2	5
45	2	20	1.0	-2
46	5	-1	-2.2	11
47	9	0	-1.9	5
48	14	-6	1.2	-5
49	nt	3	-2.0	nt
50	-2	4	-0.6	17

Screen by screen, as entered above:
Mtb BioA inh, compounds 39–43: -0.8, 0.6, 1.1, -4.0, 0.5
GDH-TPI inh, compounds 39–43: 7, 3, 2, 5, 5
MazF activator, compounds 39–43: nt, 8, 12, 3, 4
